Bioassay records (PubChem BioAssay)
INS promoter inh: inhibitors of insulin promoter-driven GFP, primary screen, imaging, TRM-6 cells (human fetal islet line), eGFP reporter, cell count; reporter expression induced with tamoxifen; inhibition, % at 2 µM; hit rate 0.9% among 130,000; AID 1273, 2008;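 active = inhibition above the mean plus 3 SD, with well images judged a real hit on visual review, cut at about 60% in these data, passing the limit was not always enough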
SDO1 yeast rescue: growth rescue of sdo1-depleted yeast, primary screen, S. cerevisiae, bone marrow failure model. S. cerevisiae sdo1-depleted JHY4D growth rescue, OD600 30 h; hits give high values; pdr5 snq2 efflux-pump mutant strain. z-score at 10 µM. AID 817, 2007. hit rate 0.21% among 140,000;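 active = z-score above 3 at both the 24 hr and the 30 hr optical density reads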;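 also: z-score against mean and SD of all compound wells on the same plate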
SDO1 yeast rescue Rescue 24 h: recorded beside SDO1 yeast rescue, whose call it bears; z-score; S. cerevisiae sdo1-depleted JHY4D growth rescue, OD600; measured here: growth rescue at 24 h;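 0 is the plate mean of compound wells and units are plate SD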
* marks the source's active call; other numbers are inactive results; i = inactive; / = not tested or not shown; [ ] = dose if it differs, or a comment.

SDO1 yeast rescue Rescue 24 h	INS promoter inh	SDO1 yeast rescue	structure
-1.2	-9	-0.05	CCC1CCCCN1CCCNC(=O)c1ccc2c(=O)n(Cc3ccc(OC)cc3)c(=O)[nH]c2c1 (stereo not given)
0.95	-28	1.2	Cc1noc(C)c1S(=O)(=O)N1CCC(C(=O)N2CCN(C(=O)c3ccco3)CC2)CC1
-0.82	-45	-0.87	CCN(CC)S(=O)(=O)c1ccc(N2CCN(S(=O)(=O)c3ccc4c(c3)OCCO4)CC2)nc1
-0.35	0	1.1	Nc1ccccc1OCP(=O)(c1ccccc1)c1ccccc1
-0.4	-41	0.07	Nc1c(Br)cc(Br)c(N2CCCC2=O)c1Br
-0.29	/	-0.13	CC(=O)Nc1ccc(S(=O)(=O)N2C3CCCC2CC(NC(=O)C2CCCCC2)C3)cc1 (stereo not given)
-0.09	13	0.1	O=C(CSc1nnc(-c2ccncc2)o1)NCc1ccccc1Cl
-0.83	/	-1.4	O=C(NC1CCCCC1)C(c1cccs1)N(C(=O)Cc1c[nH]c2ccccc12)c1ccc(F)cc1 (stereo not given)
-1.3	14	-0.71	CC(=O)NCCCc1nc2ccccc2n1Cc1ccccc1C
-0.57	25	-1.3	CCOC(=O)c1c(NC(=O)c2cccs2)sc2c1CCN(C(=O)OCC)C2
-0.65	40	-1.3	Cc1cccc(-n2c(-c3csc(C(C)C)c3)n[nH]c2=S)c1
-1	-17	-0.49	O=C(O)c1ccccc1COc1ccccc1Cl
0.11	/	-0.95	CCC1SC2=NC(C)=C(C(=O)OC)C(c3ccc(C(=O)OC)cc3)N2C1=O (stereo not given)
1.1	46	1.2	COc1ccc(CN2CC(C(=O)NCCc3ccc(C)cc3)CC2=O)cc1 (stereo not given)
0.45	i	0.59	CC(=O)NC(CCS(C)(=O)=O)C(=O)Nc1nc(C)cs1 (stereo not given)
-1.4	-56	-1.4	COc1ccc(/C=C/C(=O)NCc2c(C)nn(C)c2C)cc1COc1ccc(Br)cc1
/	-2	/	O=C(O)c1ccccc1C(=O)c1ccc(Br)s1
-0.08	53	0.29	O=C(Nc1ccc(N2C(=O)C3C4C=CC(C4)C3C2=O)cc1)Nc1cccnc1 (stereo not given)
-1.2	-43	-1.3	Cc1cccc(/C(N)=N/OC(=O)c2ccc3c(c2)OCO3)c1
-0.11	/	-0.67	CCCNC(=O)C1CCN(S(=O)(=O)c2c(C)noc2/C=C\c2ccc(OC)cc2)CC1
-0.81	11	-1.4	Cc1ccc(/C=C(\C#N)c2nn(-c3ccccc3)c(N)c2C#N)cc1
0.08	2	-0.46	Cc1ccccc1C(=O)NNC(=S)NC(=O)c1ccccc1
0.49	/	0.55[15.5 µM]	O=C(O)c1ccc(-c2ccccc2Cl)o1
0.52	13	1.4	CC(=O)Nc1ccc(NC(=O)CSCCc2ccccn2)cc1
-1	/	-1.4	CCOc1ccc(C(F)(F)F)cc1NC(=O)c1ccc(OC)c([N+](=O)[O-])c1
-1.3	-36	-1.5	CCOC(=O)CC(=O)CSc1[nH]c(=O)cc(C)c1C#N
2.6	-19	1.7	CC(NC(=O)c1ccccc1NC(=O)c1ccco1)C(=O)O (stereo not given)
/	-18	/	Cc1c(Cl)cccc1NC(=O)CCCn1cnc([N+](=O)[O-])n1
-0.25	17	-0.25	COc1cc(OC)cc(-c2nc3ccccc3c(=O)n2OC(=O)c2ccc(Br)cc2)c1
0.45	0	2.2	C=CCN1C(=O)OC2(CCCCC2)C1(C)O (stereo not given)

Reformatted with each value named: 3 of the compounds above.
> CC(=O)Nc1ccc(S(=O)(=O)N2C3CCCC2CC(NC(=O)C2CCCCC2)C3)cc1 (stereo not given)
- SDO1 yeast rescue Rescue 24 h = -0.29
- INS promoter inh = /
- SDO1 yeast rescue = -0.13
> Cc1cccc(-n2c(-c3csc(C(C)C)c3)n[nH]c2=S)c1
- SDO1 yeast rescue Rescue 24 h = -0.65
- INS promoter inh = 40
- SDO1 yeast rescue = -1.3
> COc1cc(OC)cc(-c2nc3ccccc3c(=O)n2OC(=O)c2ccc(Br)cc2)c1
- SDO1 yeast rescue Rescue 24 h = -0.25
- INS promoter inh = 17
- SDO1 yeast rescue = -0.25

The list goes on.
SDO1 yeast rescue Rescue 24 h	INS promoter inh	SDO1 yeast rescue	structure
0.32	-17	0.11	CCOc1ccc(OCC)c(NC(=O)C2CCCN(c3ncccn3)C2)c1 (stereo not given)
-0.42	36	-0.67	Cc1cc(Nc2ncc(Cl)cc2Cl)n[nH]1
-0.1	/	0.66	COc1cccc(C2CC(c3cccc(Br)c3)n3nc(N)nc3N2)c1 (stereo not given)
-0.59	48	-0.57	CCC1=NC(c2ccccc2Cl)N(O)C1(C)C (stereo not given)
1.6	-52	1.3	Cc1noc(C)c1COc1ccc(C(=O)OC(C)C(=O)Nc2ccc(S(=O)(=O)N3CCOCC3)cc2)cc1 (stereo not given)
0.55	3	-0.75	O=C(COC(=O)c1cc([N+](=O)[O-])ccc1NCc1ccccc1)NC1CCCc2ccccc21 (stereo not given)
-1.4	4	-0.19	O=C(CN1CCCC1)Nc1ccccc1Cl
0.6	-20	0.93	O=C(c1cccc(S(=O)(=O)N2CCCC2)c1)N1CCN(c2ncccn2)CC1
-1.1	33	-0.77	Cc1cc(Cl)c(S(=O)(=O)N2CCN(c3ccccc3)CC2)cc1OCC(N)=O
-1	/	-1.6	COc1cccc(NC2=Nc3cccc4cccc2c34)c1
/	-62	/	O=C(CSc1nc(COc2ccccc2)nc2ccccc12)NC1CCCC1
/	44	/	CC1CCN(S(=O)(=O)c2ccc(C(=O)NCc3cccnc3)cc2)CC1
-0.93	-25	-0.02	CN(C)c1cccc(NC2=CC(=[N+]3CCOCC3)CC(C)(C)C2)c1
-0.98	-43	-1.6	C=CCNC(=O)/C(C#N)=C/c1ccc(OS(=O)(=O)c2ccc(C)cc2)c(OC)c1
1	20	0.94	CC1(C)CC(=O)C=C(N=CC2=C(O)CC(C)(C)CC2=O)C1

Given bar-delimited: two of the compounds above
SMILES | SDO1 yeast rescue Rescue 24 h | INS promoter inh | SDO1 yeast rescue
O=C(CN1CCCC1)Nc1ccccc1Cl | -1.4 | 4 | -0.19
CCOc1ccc(OCC)c(NC(=O)C2CCCN(c3ncccn3)C2)c1 (stereo not given) | 0.32 | -17 | 0.11

The results go on:
SDO1 yeast rescue Rescue 24 h	INS promoter inh	SDO1 yeast rescue	structure
/	-11	/	Cn1c(=O)n(C)c2cc(NC(=O)COc3ccc(Cl)cc3)ccc21
0.12	/	0.23	C=CCNC(=O)/C(C#N)=C/c1ccccc1[N+](=O)[O-]
/	-6	/	COc1cc(/C=N/N=C(\N)c2nonc2N)ccc1O
/	-11	/	CCCSc1nc(C)cc(C)c1S(C)(=O)=O
1.6	36	1	CCCn1c(SCC(=O)Nc2ccccc2C(=O)OC)nc2c1c(=O)n(C)c(=O)n2C
/	-7	/	CSc1ccc(CN(C)CC(=O)NC(C)c2ccccc2)cc1 (stereo not given)
/	56	/	Cc1csc(NC(=O)C2CCCCN2S(=O)(=O)c2ccccc2)n1 (stereo not given)
0.35	/	0.6	CCOC(=O)Nc1cc(C)c(Cl)cc1OC
0.65	17	0.6	CN(C)Cc1c(O)ccc2oc(Cc3ccccc3)cc12
-1	-8	-0.78	COc1ccc(/C=N/c2sc3c(c2C#N)CCN(Cc2ccccc2)C3)c(O)c1
0.35	23	0.56	C1CCC(C23CC4CC(CC(C4)C2)C3)NC1 (stereo not given)
0.47	/	0.9	COc1cc(-c2nnc(SCC#CCO)o2)cc(OC)c1OC
0.73	/	0.01	COCCn1nnnc1C(c1ccc2ncccc2c1)N1CCN(c2ccccc2F)CC1 (stereo not given)
1	/	0.1	Cc1ccc(C(C(=O)NC2CCCCC2)N(C(=O)c2csnn2)C2CC2)o1 (stereo not given)
0.38	25	0.42	CCOC(=O)c1c(C)cccc1OCC(N)=O
/	-29	/	O=C(C1CCCO1)N1CCN(C(=S)NC2CC2)CC1 (stereo not given)
-0.16	-43	-0.95	O=C(Cn1nc(CNc2ccc(Cl)cc2)[n+]2c1CCCCC2)c1ccc(Br)cc1
-0.92	61	-0.81	COC(=O)c1cc(C(=O)OC)n(Cc2ccc(Cl)cc2Cl)n1
/	-121	/	COc1cc(C2C(C#N)=C(N)Oc3cc4c(cc32)OCO4)cc(OC)c1OC (stereo not given)
-1.1	-38	-0.57	CCCCNC(=O)c1ccc2c(c1)ncn2C1CCCCC1
0.95	3	0.69	O=C(/C=C/c1ccccc1)Nc1ncn[nH]1
-0.27	-12	-0.79	CCCCn1c(SCC(=O)Nc2cc(NC(=O)c3ccco3)ccc2C)nc2ccccc2c1=O
-0.94	28	-1.2	Cc1cccc(C)c1NC(=O)C(NC(=O)CN1C(=O)c2ccccc2C1=O)c1ccccc1 (stereo not given)
/	-47	/	CN(C)CCCCCCCCCCC(=O)/C=N/O
1.8	-21	1.2	CCOc1ccc2[nH]c(O)c(NC(C)=O)c2c1
-1.2	-51	-1.5	O=C(Nc1ccc(Br)c(C(F)(F)F)c1)c1ccccc1
-0.79	-33	-1.3	O=C1C=CC2C(c3ccc4c(c3)OCO4)CC1N2Cc1ccccc1 (stereo not given)
-0.17	50	1.1	COC(=O)c1cccc(NS(=O)(=O)c2ccc(NC(C)=O)cc2)c1C
0.13	28	0.43	COc1cc(/C=N/NC(=O)C(=O)NCc2cccnc2)cc(OC)c1OC
-0.93	-35	-0.1	COCc1nnc(NC(=O)c2ccccc2[N+](=O)[O-])s1
-1.2	/	-0.92	CCCc1cc(=O)[nH]c(SCC(=O)N(C)CC(=O)Nc2ccccc2CC)n1
-0.27	32	-0.5	COC(=O)/C=C(\C)NC(=O)c1ccc(F)cc1
0.23	/	0.5	Cc1ccc(CNC(=O)COC(=O)CSc2cc(C)c(Br)cc2C)cc1
-1.1	-34	-0.78	O=C1C2CC=C(Cl)CC2C(=O)N1CC1OCCc2ccccc21 (stereo not given)
-0.61	-43	0.16	COc1cccc(NC(=O)CNC(=O)c2cccs2)c1
1.2	-19	1.1	COc1cccc(C(=O)Nc2ccc(C(=O)O)cc2)c1
/	50	/	O=C(O)C1CCC(Cn2c(SCc3cc(=O)n4cc(Cl)ccc4n3)nc3ccsc3c2=O)CC1 (stereo not given)
-0.56	-28	-0.47	COc1cc(NC(=O)Cc2cccs2)cc(OC)c1
-0.56	26	-0.32	COC(=O)c1cc(Br)c(=O)n(CCN2CCCC2)c1
/	-255	/	O=C(NCc1ccccc1)/C(=C/c1ccco1)NC(=O)c1ccco1
1.4	-45	1.5	O=C1CC(c2ccc(Cl)cc2)n2nc(N3C(=O)c4ccccc4C3=O)nc2N1 (stereo not given)
-0.7	34	-0.19	CCOC(=O)C1CN(S(=O)(=O)c2ccc(OC)cc2)c2cc(CC(=O)OC)ccc2O1 (stereo not given)
/	-8	/	O=C(NCCO)c1cc([N+](=O)[O-])cc2c1C=Cc1ccccc1O2
0.85	/	1.2	O=C(c1ccccc1S(=O)(=O)NCc1ccccc1)N1CCCC1
-0.3	54	-0.16	COc1cccc(N2C(=O)C3CC=C(Cl)CC3C2=O)c1 (stereo not given)
0.23	75*	0.47	CCN1C(=O)C(O)(CC(=O)c2ccccn2)c2ccccc21 (stereo not given)
/	-116	/	Cc1cc(C)nc(N(C#N)Cc2cccc([N+](=O)[O-])c2)n1
-0.55	-32	-1.8	Cc1ccccc1-c1cc(-c2ccccc2O)n[nH]1
1.9	31	1.5	Cc1c(F)cccc1NC(=O)CCC(=O)O
-0.05	47	-0.02	c1ccc2sc(N3CCOCC3)nc2c1
0.25	0	-0.81	O=C(NC(=S)Nc1nc(-c2ccccc2)cs1)c1cccs1
-0.35	4	-0.36	COCCNC(=S)N1C2CCC1CC(NC(=O)NC13CC4CC(CC(C4)C1)C3)C2 (stereo not given)
1.1	/	-0.8	Nn1c(-c2ccco2)n[nH]c1=S
0.37	12	0.19	Cc1ccc(C)c(N(C(=O)Cc2cccs2)C(C(=O)NC2CCCC2)c2ccc(C)o2)c1 (stereo not given)
2	/	1.9	CCN1CCN(CCCNC(=O)c2cc3sccc3n2CC)CC1
-0.67	/	0.08	O=C(NCC1CCCO1)C1C2C=CC3(CN(Cc4cccs4)C(=O)C13)O2 (stereo not given)
-0.23	28	-0.12	Cc1cc(=S)[nH]c2c(C)cccc12
0.23	/	0.09	CC(=O)c1ccc(OCC(O)CN2C(C)CCCC2C)cc1 (stereo not given)
/	-7	/	Cc1noc(C)c1COc1cccc(C(=O)OCC(=O)NCCN2C(=O)CSC2=O)c1
0.08	/	0.22	Cc1ccc(C2=NN=C(NC(=O)CSc3nc(C)cc(C)n3)SC2)cc1
2.3	9	1.6	CC1CC/C(=N/Nc2ccccc2)C(=O)N1 (stereo not given)
0.5	-43	-0.36	COc1ccc(/C=N/NC(=O)c2nn(-c3ccc(Cl)cc3)c(=O)c3c(N)scc23)cc1

One compound at a time, as listed above. Screens in order: SDO1 yeast rescue Rescue 24 h | INS promoter inh | SDO1 yeast rescue
`CCOC(=O)c1c(NC(=O)c2cccs2)sc2c1CCN(C(=O)OCC)C2` is listed as -0.57 | 25 | -1.3
`O=C1C2CC=C(Cl)CC2C(=O)N1CC1OCCc2ccccc21` (stereo not given) is listed as -1.1 | -34 | -0.78
`CC1CCN(S(=O)(=O)c2ccc(C(=O)NCc3cccnc3)cc2)CC1` is listed as / | 44 | /
`O=C(Nc1ccc(N2C(=O)C3C4C=CC(C4)C3C2=O)cc1)Nc1cccnc1` (stereo not given) is listed as -0.08 | 53 | 0.29
`CCN1C(=O)C(O)(CC(=O)c2ccccn2)c2ccccc21` (stereo not given) is listed as 0.23 | 75* | 0.47
